Screening data: PubChem, NCI
All columns: NCI-60 one-dose screen, growth in % after 48 h at 10 µM unless noted; 100 = growth as untreated, 0 = no growth, -100 = all killed.
UO-31 = UO-31 renal cancer; 5.2% of 81,000 active; AID 1794768
U251 = U251 CNS tumor cells | 5.4% of 80,000 active
TK-10 = TK-10 renal cancer cells. 3.9% of 81,000 active. AID 1794769
ACHN = ACHN renal cancer. 4.9% of 81,000 active. AID 1794771
RXF 393 = RXF 393 renal cancer cells; 6.9% of 77,000 active; AID 1794773
A498 = A498 renal cancer cells. 5.4% of 76,000 active
SN12C = SN12C renal cancer cells. 3.8% of 81,000 active. AID 1794767
786-0 = 786-0 renal cancer cells. 5.1% of 81,000 active
CAKI-1 = CAKI-1 renal cancer | 4.7% of 75,000 active | AID 1794772
Numbers without * were called inactive; . = no result given; & = joins results of further samples; [ ] = another dose, or the depositor's remark. The calls were made as follows: active = growth percent below 10; inactive = the rest.

SMILES	UO-31	U251	TK-10	ACHN	RXF 393	A498	SN12C	786-0	CAKI-1
O=S(CCc1ccccc1)Nc1ccccc1 (stereo not drawn)	86	99	100	97	107	109	99	106	97
CCN(CC)C1C2=C(CCCC2)OS(=O)(=O)C1c1ccccc1 (stereo not drawn)	81[100 µM]	98[100 µM]	102[100 µM]	103[100 µM]	102[100 µM]	134[100 µM]	95[100 µM]	108[100 µM]	78[100 µM]
O=C1C2CC3N1CCC31c3ccccc3-n3c1c2ccc3=O (stereo not drawn)	71	100	97	93	106	105	97	116	97
CC(C)OCC(CCl)OC(=O)Nc1ccccc1 (stereo not drawn)	81	97	92	105	113	103	97	100	98
O=C(CCCCCCN1CC(=O)N2[C@@H](c3ccc(Cl)cc3)c3[nH]c4ccccc4c3C[C@H]2C1=O)NO	60	71	110	79	73	67	66	84	61
COc1ccc(-c2nn(-c3ccc(NC(=O)Nc4ccc(Cl)c(Cl)c4)cc3)cc2-c2ccncc2)cc1Cl	17	0.7*	.	15	-56*	11	20	2.7*	3.8*
CN(C)Cc1c(O)ccc2ccccc12	59	108	151	100	119	103	109	109	85
C/C(=N\Nc1cc(C)nc2ccc(Br)cc12)c1ccc([N+](=O)[O-])cc1	64	20	115	42	69	.	60	10	85
O=C1c2c(c3c4cc(Br)ccc4[nH]c3c3ccc4ccccc4c23)C(=O)N1CCN1CCOCC1	66	59	151	43	63	89	88	86	49
O=c1oc2ccc(Br)cc2c(=O)n1-c1ccc(Br)cc1F	-19*	-6.0*	19	-6.1*	-11*	.	-1.7*	1.7*	-11*
COc1cccc(/C=N/NC(=O)COc2cc(=O)n(C)c3ccccc23)c1	77	99	129	100	121	116	98	104	95
CN(C)c1ccc(N)c2ccccc12	53	64	128	67	111	183	-62*	87	69
Cc1ccnc(NS(=O)(=O)c2ccc(N=Nc3ccc(N)nc3N)cc2)n1	95	.	118	104	103	95	96	104	100
O=C1NCN(CCN2CCNC2=O)CN1	88	100	112	101	113	113	106	109	100
c1ccc(CC2CCc3ccccc32)nc1 (stereo not drawn)	94	96	90	.	101	81	103	92	.
CC(C)(C)c1nn(-c2ccccc2)c2c1CC1(CN2Cc2ccc3c(c2)OCO3)C(=O)c2ccccc2C1=O	104	105	.	90	93	106	96	98	99
N#Cc1cnn(C(=O)c2nn(-c3ccc(Cl)cc3)cc2O)c1N	-3.6*	22	.	11	39	49	27	17	-34*
CN(Cc1ccccc1)/C(N)=N/N	97	102	120	111	103	82	120	100	95
Nc1nc(N)c2c(ncc3[nH]c4ccccc4c32)n1	59	.	135	92	102	83	91	107	81
N#CC(C#N)=Cc1nc(C2CCN(S(=O)(=O)c3ccc(F)cc3)CC2)n2ccccc12	102	97	118	105	108	91	98	87	104
C/C(=N/O)c1ccc(NC(=O)CSc2nnc(-c3cc(-c4ccc(Cl)cc4)nc4ccccc34)n2-c2ccccc2)cc1	50	87	99	88	101	110	87	103	.
O=C(Nc1ncc(Cc2ccc(Cl)cc2)s1)c1cc(-c2ccccc2)nc2ccc(Cl)cc12	65	72	123	92	106	103	97	103	86
CCC(c1ccc2cc(OC)ccc2c1)C(C)(C)C(=O)F (stereo not drawn)	84	104	94	100	.	122	101	104	.
Cc1cc(OCc2cccc(-c3ccc4c(c3)OCCO4)c2C)cc(OCc2cccc(C#N)c2)c1C=O	78	93	102	95	91	88	93	103	89
Cc1nc2sc(C(=O)Nc3ccc(S(=O)(=O)Nc4ncccn4)cc3)c(N)c2c(C)c1Br	88	88	79	115	119	103	107	91	97
CCOP(=O)(OCC)/C(C#N)=C/c1ccc([N+](=O)[O-])cc1	91	98	104	105	92	103	88	93	96
O=C(CCSc1nnc2n(Cc3ccccc3)c(=O)c3c4c(sc3n12)CCCC4)Nc1ccc(Cl)cc1	77	100	102	91	102	98	98	97	90
N#Cc1c(N2CCCCC2)nc(=S)[nH]c1-c1ccccc1	91	88	99	89	96	70	90	88	80
O=C(Nc1ccc(CN2CCOCC2)cc1)c1ccc(-c2cc(Cl)ccc2Cl)o1	25	32	49	42	38	87	63	63	43
COC(=O)[C@H](CC(C)C)NC(=O)C1(C)CCC[C@]2(C)[C@H]3C[C@H]4C(C(C)C)=C[C@]3(CC[C@@H]12)[C@@H]1C(=O)OC(=O)[C@@H]14 (stereo partly drawn)	89	97	108	88	100	101	99	106	92
CCOC(=O)c1cn[nH]c1N	88	97	75	94	103	80	84	106	102
CCn1c2ccccc2c2cc(-n3nncc3-c3ccccc3)ccc21	37	25	91	29	.	-0.5*	25	32	.
COc1cc(-c2nc3ccccc3[nH]2)ccc1OCC(=O)NNC(=O)NCc1ccccc1	83	100	123	100	109	74	98	104	91
NC(=O)N1N=C(c2ccc(Cl)cc2)CC1c1cn(-c2ccccc2)nc1-c1ccc(F)cc1 (stereo not drawn)	82	104	105	98	111	102	97	100	97
Nc1ccc(/C(=N/NC(=O)C(=O)N/N=C(\c2ccccc2)c2ccc(N)cc2)c2ccccc2)cc1	75	102	.	104	.	114	102	99	99
Nc1cccc2c(O)cc(S(=O)(=O)O)cc12	64	102&105	102&105	98&102	116&107	79&103	97&94	114	86&102
CCOC(=O)c1ccc(N=CNc2ccc(C(=O)OCC)cc2)cc1	69	98	114	94	94	116	93	100	92
NC(=S)Nc1ccccc1-c1ccccc1	94	98	113	108	90	.	106	92	104
COc1ccc(S(=O)(=O)Nc2ccc(OCc3nnc(-c4ccc(Cl)cc4)o3)c(F)c2)cc1	51	68	58	57	63	47	68	68	55
CCc1ccccc1NC(=O)N/C(N)=N/c1nc2ccccc2s1	35	-19*	20	1.6*	12	60	0.5*	-4.9*	4.9*
C=C1C[C@@H]2NC(=O)C(=O)N(C(c3ccccc3)c3ccccc3)[C@H]2[C@]1(C#N)CC	83	96	95	96	121	112	96	94	86
COc1ccccc1[C@H]1C(C(=O)c2ccc(Cl)cc2)C2(N[C@@H]1c1ccccc1)C(=O)Nc1ccc(Cl)cc12 (stereo partly drawn)	7.0*	17	31	3.8*	-29*	13	-66*	8.8*	8.2*
COc1cc(NCCCNC(C)C)c2nccc(C)c2c1	93	105	102	102	124	81	98	107	99
CCN(CC)C1CCC(Nc2ccnc3cc(Cl)ccc23)CC1 (stereo not drawn)	94	102	102	111	81	.	103	94	106
O=C1CCC(Sc2ccccc2)N1 (stereo not drawn)	80	100	95	106	119	110	103	99	97
CCOc1nc2c(N)ncnc2n1CC1CCOC1 (stereo not drawn)	82	108	101	107	111	157	106	113	93
Cc1cc2n(n1)-c1ccc(C#N)cc1Oc1ccc(Cl)cc1-2	60	84	96	92	89	79	.	89	79
O=C1c2ccccc2-c2c1c1cccnc1c(=O)n2C[C@H](O)CO	50	47	85	28	91	.	36	55	66
COc1cc2nc(Sc3cnc(N)s3)n(Cc3ccccc3)c(=O)c2cc1OC	83	106	151	104	100	92	96	103	75
COc1ccc(-c2nc(N3CCN(C(=O)C4CCCCC4)CC3)c3c4c(sc3n2)CCCC4)cc1	-7.0*	-79*	-40*	34	-59*	57	77	-78*	-12*
COc1ccc(C2c3c(c4cc(Cl)ccc4[nH]c3=O)Oc3ncn4nc(-c5ccco5)nc4c32)cc1 (stereo not drawn)	71	103	116	102	102	107	94	104	86
O=C1C(Cl)=C(Nc2ccc3c(c2NC2=C(Cl)C(=O)c4ccccc4C2=O)C(=O)c2ccccc2C3=O)C(=O)c2ccccc21	23	14	77	29	49	51	5.0*	49	.
OCC(CCl)(CCl)CCl	85	102	99	104	100	100	96	96	95
COc1cccc(C2=NN(c3ccc(-c4ccccc4)nn3)C(c3ccc(Cl)cc3)C2)c1 (stereo not drawn)	68	85	138	96	98	75	99	90	71
COc1ccc(CNC(=O)NCc2ccc(OC)cc2)cc1	81	.	92	99	112	86	105	98	99
COc1ccc(C2CC(c3ccc(Nc4nc(Nc5ccc(F)cc5)nc(Nc5ccc(F)cc5)n4)cc3)=NN2C(C)=O)cc1 (stereo not drawn)	98	84	104	85	94	85	116	82	91
Nc1ccc(Br)cc1-c1n[nH]c(=O)[nH]c1=O	83	92	.	95	.	87	108	.	73
C[C@@H](O)C[C@@H](C[C@H](C)c1ccc2ccccc2c1)c1ccccc1	79	96	105	102	.	122	102	97	.
CN(CSc1ccc(Cl)cc1)c1ccc(CSc2ccc(Cl)cc2)cc1	27	54	87	87	69	72	37	32	45
CCOc1ccc2nc(N(Cc3ccc(C(C)C)cc3)C(=O)CC)sc2c1	69	96	78	97	89	76	93	91	83
Next structures
SMILES	UO-31	U251	TK-10	ACHN	RXF 393	A498	SN12C	786-0	CAKI-1
COc1ccc(-c2c(C)nn3c(NCCN4CCOCC4)cc(C)nc23)cc1OC	104	82	102	106	84	78	100	95	75
COc1ccc2occ(/C=C3\SC(=S)N(CCC(=O)O)C3=O)c(=O)c2c1	79	97	114	100	96	.	90	106	86
O=c1ccn2nnc3ccc(Cl)c1c32	84	97	124	101	117	118	98	84	.
Cc1ncc(NS(=O)(=O)c2ccc(N)cc2)nc1C	88	106	100	109	129	116	101	104	106
C[N+](C)(C)CC(=O)N/N=C/c1cccc(O)c1	106	97	104	95	119	88	102	105	88
CCC(C)CC(C)/C(O)=C1/C(=O)NC(C(O)c2ccc(O)cc2)C1=O (stereo not drawn)	86	102	114	89	98	110	104	107	103
Nc1ccc(S(=O)(=O)C(=O)O)cc1	103	98	93	100	106	111	107	104	113
C=CCOC(=O)C1=C(C)NC2=C(C(=O)CC(c3ccc(Cl)cc3)C2)C1c1cc(OC)c(OC)c(OC)c1 (stereo not drawn)	66	89	92	93	83	68	93	85	64
